Bioassay records from PubChem BioAssay.
Peg3 promoter: Peg3 promoter activity inhibition | HeLa PEG-Prom luciferase reporter, luminescence, overnight | inhibition, % at 20 µM | hit rate 1.7% among 360,000 | AID 588405;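 active = inhibition of at least 50% at 20 µM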
TWEAK Fn14 block: blocks TWEAK-Fn14 interaction in a reporter cell assay; TWEAK-stimulated Fn14 reporter cells, luciferase luminescence, 8 h; hit rate 2% among 360,000; AID 1159606; inhibition, % at 10 µM; in the data active = inhibition above about 50%
Shn3 inh set2: inhibitors of Schnurri-3 3'UTR reporter in osteoblasts; Clone20 osteoblast Shn3 3'UTR firefly luciferase, 24 h; inhibition, % at 12.5 µM; hit rate 0.52% among 360,000;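 active = mean inhibition of at least 75% with every replicate also reaching 75%; inconclusive = mean inhibition at least 75% but some replicate below; inactive = mean inhibition below 75%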;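 note: 0% = median of neutral control wells and 100% = pilot-screen positive control compound; some compounds past the cut are filed as inactive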
KKLEB cytotox: counter-screen for CF NF-kB inhibitors: cytotoxicity; KKLEB CF airway cells viability, ATPlite luminescence, overnight; active compounds read low; cells stimulated with P. aeruginosa culture filtrate; activity change (cytotoxicity), % at 5 µM; hit rate 0.36% among 360,000;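 active = corrected activity change at or below -50% at 5 µM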
CF NFkB inh: blocks PAF-induced NF-kB reporter in cystic fibrosis cells. KKLEB NF-kB-GFP reporter, GFP fluorescence overnight. inhibition, % at 5 µM. hit rate 0.86% among 360,000. AID 588850;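 active = at least 50% inhibition at 5 µM, scaled per plate between neutral and stimulator controls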;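 note: PAF is a Pseudomonas aeruginosa culture filtrate used as stimulus; plate controls were PAF-stimulated DMSO wells for no effect and unstimulated DMSO wells for full effect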
iPSC survival up: hiPSC single-cell survival enhancement | hit rate 0.044% among 360,000 | ATPlite luminescence; 100% = ROCK inhibitor wells, 0% = DMSO | AID 602274 | survival enhancement, % at 20 µM; in the data active = survival enhancement above about 18%;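 note: cells exposed to compounds for 16 hours before the ATP read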
NR2E3 ag-1: agonists of human nuclear receptor NR2E3; Q9Y5X4; GST-NR2E3/biotin-RetCOR TR-FRET, 1536-well; inhibition of corepressor binding, % at 4.78 µM; hit rate 0.12% among 320,000; AID 2300;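 active = percent inhibition above the cutoff of mean plus 3 SD of all tested compounds, set per screening campaign, cut at about 20% in these data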;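 note: 0% = DMSO wells and 100% = biotin wells as full block of FRET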
Target sequence (Q9Y5X4 whole entry, looked up): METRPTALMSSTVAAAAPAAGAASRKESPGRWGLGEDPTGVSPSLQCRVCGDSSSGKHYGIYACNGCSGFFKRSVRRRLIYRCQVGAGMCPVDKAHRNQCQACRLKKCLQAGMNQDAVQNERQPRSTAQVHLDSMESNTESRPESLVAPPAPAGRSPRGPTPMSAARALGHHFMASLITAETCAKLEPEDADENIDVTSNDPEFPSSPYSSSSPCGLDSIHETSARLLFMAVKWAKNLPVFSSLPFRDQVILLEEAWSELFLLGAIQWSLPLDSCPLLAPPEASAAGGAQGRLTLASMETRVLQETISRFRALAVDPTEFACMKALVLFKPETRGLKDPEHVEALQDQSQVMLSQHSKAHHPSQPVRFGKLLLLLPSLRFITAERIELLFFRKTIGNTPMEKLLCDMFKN
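Test system – NR2E3–RetCOR corepressor complex · Quantity – NR2E3 fusion 1.35 nM · Buffer or medium – Tris pH 7.5 · Incubation – Compound–protein incubation for 5 h at 4 °C · Technique – TR-FRET, Eu(K)-anti-GST donor, streptavidin-D2 acceptor, ex 340, em 617/671 nm · Evaluation – percent inhibition of 671/617 nm emission ratio versus biotin and DMSO controls · Plate – 1536-well format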
NR2E3 ag-2: activates human NR2E3 receptor; Q9Y5X4; CHO-S Gal4-NCOR/VP16-NR2E3 two-hybrid, luciferase; inhibition of corepressor binding, % at 3.98 µM; hit rate 0.35% among 360,000; AID 602229;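 active = inhibition above the mean of all tested compounds plus 3 SD, cut at about 70% in these data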;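 note: 0% = DMSO with NR2E3 transfected cells and 100% = cells lacking NR2E3 construct; higher means lower luciferase signal from less NR2E3 corepressor binding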
HIF-2a block: blocks HIF-2a reporter activity. 786-0 RCC cells HIF-2a reporter, luciferase luminescence, overnight. inhibition, % at 18.8 µM. hit rate 0.72% among 360,000;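 active = inhibition of the luminescence signal of 40% or more relative to plate controls, in a single-dose primary screen at 18.75 µM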
aDG glyco up: alpha-DG glycosylation activation. Pro5-aDG cells, alpha-DG glycosylation AlphaScreen (IIH6); 0% Pro5, 100% B10-LARGE cell signal. activation, % at 10 µM. hit rate 0.22% among 360,000;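 active = activation of at least 8% versus controls, or a plate z-score of at least 8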;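 note: Pro5 are CHO cells carrying HIG-tagged alpha-DG that lacks glycosylation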
TRPM1 prom inh: reduces MITF-dependent TRPM1 promoter luciferase signal; inhibition, % at 12.5 µM; SK-MEL-5 TRPM1 promoter luciferase, 24 h; hit rate 0.83% among 330,000; AID 488899;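 active = mean inhibition across replicates of 60% or more, whatever share of single replicates reaches that level; inconclusive = some that reach 60%, reason not given; inactive = mean inhibition across replicates below 60%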; note: values of inactives mirror those of a sister screen read the other way
Starred values were filed as active, the others as inactive; ? = inconclusive; / = no result given. Outcome played no part in choosing rows; 4.4% or so of the library scored in one or more.

SMILES	Peg3 promoter	TWEAK Fn14 block	Shn3 inh set2	KKLEB cytotox	CF NFkB inh	iPSC survival up	NR2E3 ag-1	NR2E3 ag-2	HIF-2a block	aDG glyco up	TRPM1 prom inh
O=C(NCc1ccc(F)cc1)c1ccc(Br)o1	-12	7	-18	8	5	-0.1	2	-20	-9	-0.5	-5
CN(CC(=O)NCc1ccco1)S(=O)(=O)c1cccc2cccnc12	-8	23	-3	2	-1	2.9	2	-18	11	0.0	1
Cc1ccc(CN2CC(C(=O)N3CCN(S(=O)(=O)c4cccc(F)c4)CC3)CC2=O)cc1 (stereo not drawn)	16	1	8	-9	21	-0.3	7	28	13	2.7	5
CN(C(=O)c1ccc(NC(=O)Cc2cccc(NC(=O)C3CCCN(C(=O)C4CCCCC4)C3)c2)cc1)C1CCCC1 (stereo not drawn)	5	-6	12	4	16	2.3	0	-8	4	-0.1	/
Cc1cc(C)nc(SCC(=O)NCC2COc3ccccc3O2)n1 (stereo not drawn)	-3	20	-3	5	21	-0.4	3	0	10	-0.3	4
CC1Cc2[nH]c(=S)[nH]c(=O)c2C(c2ccc(F)cc2)O1 (stereo not drawn)	/	-4	/	/	/	1.0	/	-8	3	-0.3	/
CC1=C(C)CC(C(=O)Nc2nccs2)C(C(=O)O)C1 (stereo not drawn)	9	16	10	2	-2	0.3	1	0	12	0.0	-6
COc1cccc2c1C(=O)C=C(C)C2=O	16	9	60	6	58*	-2.3	-19	-65	9	5.0	?
Nc1c2c(nn1-c1ccc(C(=O)O)cc1)CNC2	-14	12	-22	9	2	-0.6	-3	-8	11	0.1	3
COc1ccc(CNC(=O)COC(=O)c2ccc(F)c(S(=O)(=O)N3CCCCC3)c2)cc1OC	0	-4	0	-5	25	-0.4	2	-25	4	0.0	9
Cc1noc(C)c1COC(=O)c1cnc(Cl)c(Cl)c1	5	1	-13	12	-20	0.8	-2	-7	9	0.9	6
CCC(C)NC(=O)CSc1nnc(-c2ccc(C(C)(C)C)cc2)n1C (stereo not drawn)	4	4	15	9	2	0.0	5	0	-18	0.0	3
Cn1c(=O)oc2cc(S(=O)(=O)NCCC(=O)N3CCc4ccccc43)ccc21	24	-1	11	11	-11	0.7	-2	12	14	0.2	-2
O=C(Nc1ccc(C(F)(F)F)cc1)c1cnc(N2CCN(c3ccccn3)CC2)c2ccccc12	37	47	45	-12	9	0.2	-1	-19	15	-0.2	46
Cc1cc(NC(=O)CN2CCC(O)(c3cccc(F)c3)CC2)no1	-11	-2	10	2	0	-3.1	0	-11	-10	-0.2	3
Cc1ccc(NC(=O)CN(C)C(=O)c2cc3c(s2)CCCCC3)cc1	18	-31	-3	-38	-13	-0.1	6	-10	-5	0.0	-5
COc1ccc(-n2nc3ccccc3n2)cc1	-125	9	-27	3	-6	2.7	-1	-42	-135	-0.2	-25
S=C(Nc1ccc(Br)cc1)NC1CCN(Cc2ccccc2)CC1	30	6	31	0	14	-0.4	1	14	0	0.5	6
Cc1ccc(C)c(NS(=O)(=O)c2csc(C(N)=O)c2)c1	23	14	2	11	-8	-0.4	-1	-4	14	0.0	6
CNc1c(C(=O)O)ccc2c1C(=O)c1ccccc1C2=O	2	15	0	9	5	4.3	-21	-19	6	0.0	14
Cc1ccccc1NC(=O)Cn1nc(C)n2cccc2c1=O	5	3	-4	1	-11	0.0	2	6	10	0.0	6
CCCOC(=O)CCNc1n[nH]c(=O)[nH]c1=O	-1	-13	-1	-12	7	1.0	0	-8	-2	0.1	-13
O=C(/C=C/c1ccccc1[N+](=O)[O-])NNC(=O)c1ccncc1	-2	11	-6	18	-10	4.1	1	0	11	-0.1	-3
Cc1ccc2nc(SCC(=O)Nc3cccc(S(=O)(=O)N(C)C)c3)[nH]c2c1	18	13	45	2	9	1.9	-3	-10	-17	0.2	4
COC(=O)c1ccccc1N=Nc1c(C)noc1C	13	11	7	-5	4	-0.5	1	-16	21	0.1	-1

Other results:
SMILES	Peg3 promoter	TWEAK Fn14 block	Shn3 inh set2	KKLEB cytotox	CF NFkB inh	iPSC survival up	NR2E3 ag-1	NR2E3 ag-2	HIF-2a block	aDG glyco up	TRPM1 prom inh
CCc1ccccc1NC(=O)CSc1nc2[nH]c(=O)cc(O)c2s1	6	20	-17	-1	8	1.9	4	4	11	0.1	-8
COc1ccc(-c2nnc(CSc3nnc(-c4ccncc4)n3C3CCCCC3)o2)cc1OC	4	7	0	-2	-9	-1.0	0	-17	-2	-0.1	4
CC1C2NC(=O)N(Cc3ccccc3)C1(C)Oc1ccccc12 (stereo not drawn)	11	-10	/	-6	-7	0.4	3	13	10	0.0	5
CC(=O)Nc1ccc(NC(=O)COc2ccc(-c3ccccc3)cc2)cc1	1	-32	13	19	2	0.1	/	-15	-19	-0.1	-9
Cc1ccc(C(=O)OCC(=O)Nc2cccc(Br)c2)s1	5	-15	-5	-3	12	0.6	/	-15	0	-0.2	/
CCOC(=O)c1cc2c(=O)n3ccccc3nc2n(Cc2ccco2)c1=NC(=O)c1ccc(OC)cc1OC	-1	-14	6	8	-31	1.4	6	-15	-20	0.0	2
O=C(NC1CCCC1)C1CCCN(S(=O)(=O)c2ccc(F)cc2)C1 (stereo not drawn)	6	25	4	-7	-3	0.2	5	-36	1	0.1	-4
COc1ccc(/C=N/n2c(=O)[nH]c3c([nH]c4ccc(Cl)cc43)c2=O)cc1CN1CCCCC1	-6	6	-15	13	-12	0.0	1	-15	9	0.1	-5
CSc1ccc(Cl)c(C(=O)Nc2nccs2)c1	5	7	9	-1	-5	-0.3	-1	-4	1	0.0	-3
COc1ccc(C(=O)NCCCC2CCCC2)cc1OC1CCN(C(C)C)CC1	5	-11	6	-1	-2	-1.1	/	-18	-17	0.7	/
CC(OC(=O)c1snc(C(=O)NC2CCCCC2)c1N)C(=O)NC(C)(C)C (stereo not drawn)	4	8	45	2	16	-0.2	-2	5	-3	0.4	0
CNC[C@H]1Oc2c(NC(=O)C3CCCCC3)cccc2C(=O)N([C@H](C)CO)C[C@@H]1C	1	4	3	-17	12	3.7	/	-9	2	-0.1	4
CN(C(=O)CSc1nnc(-c2ccc(Cl)cc2)n1CC1CCCO1)C1CCS(=O)(=O)C1 (stereo not drawn)	4	-3	-3	2	-6	0.4	2	-15	22	0.0	4
COc1cc(OC)c(CNC2CCCCCC2)cc1Br	8	-23	18	7	3	1.3	0	-11	11	0.3	-18
Cc1ccc2c(c1)N(CC(=O)NC1CCCC1)C(=O)C(C)O2 (stereo not drawn)	10	42	8	-4	-15	-0.3	0	-25	15	0.0	6
COC(=O)[C@]12CCCCC=C1N(Cc1ccccc1)C(=O)[C@H](CC(=O)NCC13CC4CC(CC(C4)C1)C3)C2	/	20	/	/	/	0.1	/	-6	6	-0.2	/
CCOC(=O)c1cccc(NC(=O)CNS(=O)(=O)c2cccs2)c1	-10	-8	-5	4	4	2.5	3	-29	-58	0.0	3
CC1CCCN(CCC(=O)Nc2ccc(Br)cc2)C1 (stereo not drawn)	-11	-3	46	-2	-16	-0.6	2	30	-3	0.0	-9
CC1(C)C(=O)Nc2ccccc2N1C(=O)CN1C(=O)NC(CCc2ccccc2)C1=O (stereo not drawn)	9	16	0	8	0	0.2	1	6	5	-0.3	6
FC(F)(F)c1ccc(/C=N/N2CCN(Cc3ccccc3)CC2)cc1	-8	-15	-47	-1	-12	1.1	-2	-6	-6	-0.4	-7
O=S(=O)(c1ccccc1)c1nc(NC2CC2)sc1Cl	-8	3	52	2	-8	0.5	-4	4	16	0.1	-5
O=C1CC(NCC2CCCO2)C(=O)N1c1ccc(F)cc1 (stereo not drawn)	11	-1	9	7	4	0.1	2	-2	17	0.0	-8
CN(CC(=O)NCCc1ccc(F)cc1)Cc1cccs1	-106	1	-16	5	-20	-0.7	0	3	-88	-0.1	-14
CC(=O)c1ccc(OCC(O)CN2CCN(S(=O)(=O)c3c(C)c(C)cc(C)c3C)CC2)cc1 (stereo not drawn)	3	-6	24	-1	0	-0.1	-1	-13	15	0.0	4
CC(C)CN(C(=O)Cn1c(=O)cnc2ccccc21)C1CCS(=O)(=O)C1 (stereo not drawn)	-3	5	3	3	6	0.8	-1	-21	6	0.2	-2

An excerpt from above with just NR2E3 ag-2, HIF-2a block and CF NFkB inh:
Structure,NR2E3 ag-2,HIF-2a block,CF NFkB inh
CC(=O)c1ccc(OCC(O)CN2CCN(S(=O)(=O)c3c(C)c(C)cc(C)c3C)CC2)cc1 (stereo not drawn),-13,15,0
CC(C)CN(C(=O)Cn1c(=O)cnc2ccccc21)C1CCS(=O)(=O)C1 (stereo not drawn),-21,6,6

The list continues.
SMILES	Peg3 promoter	TWEAK Fn14 block	Shn3 inh set2	KKLEB cytotox	CF NFkB inh	iPSC survival up	NR2E3 ag-1	NR2E3 ag-2	HIF-2a block	aDG glyco up	TRPM1 prom inh
CCN(CC)c1ccc(C2C(C(=O)OC)=C(C)NC(C)=C2C(=O)OC)cc1	12	-6	-2	16	-2	-0.5	-1	-11	-3	-0.2	-1
Cn1c(=O)c2c(SCC(=O)N3CCOCC3)nc(-c3ccccc3F)nc2n(C)c1=O	9	-4	-1	3	-1	1.2	1	-20	6	-0.1	6
CCOC(=O)/C=C1\Nc2ccccc2OC1=O	-3	-22	-1	12	4	0.8	-5	25	13	1.3	13
CC1CCC(NC(=O)CSc2nncn2C)CC1 (stereo not drawn)	1	14	-28	-10	-14	-1.1	/	-9	5	-0.1	-7
O=C(C[C@@H]1C/C=C\C[C@H](Cc2ccc(F)cc2)C(=O)OCCNC1=O)N[C@H](CO)Cc1ccccc1	3	21	1	16	-22	-1.6	/	16	12	-0.2	11
COc1ccc(-c2oc3ncnc(NCCCO)c3c2-c2ccc(OC)cc2)cc1	57*	4	23	-18	14	-0.9	5	-11	41*	-0.1	0
CCCn1c(CCC(=O)O)ccc1-c1ccc(OC)cc1	19	9	17	-5	5	0.2	3	-5	2	0.1	-4
CC(C)=NNC1=NC(C)(C)Cc2ccccc21	10	1	-9	-6	5	-0.1	2	11	19	0.2	1
CN1OC[C@@H]2CN(C(=O)CCc3ccccc3)[C@H](c3ccc(-n4ccnc4)cc3)C[C@@H]21	6	7	2	0	-33	0.0	/	-10	11	0.0	/
COc1ccc(N2CCN(S(=O)(=O)CCNC(=O)c3ccc4c(c3)OCO4)CC2)cc1	4	-9	14	10	-1	-0.3	2	-6	14	-0.1	-8
CC(Oc1ccc(Br)cc1)C(=O)NC1CCCCCC1 (stereo not drawn)	-67	-16	-7	21	-14	-0.2	0	-19	-79	0.0	-17
O=C(N/N=C/c1ccc(O)c(O)c1)C1c2ccccc2Oc2ccccc21	21	8	0	13	0	1.8	0	-8	27	-0.2	-6
CC(C)C(C(=O)Nc1ccc(S(N)(=O)=O)cc1)N1C(=O)c2ccccc2C1=O (stereo not drawn)	-12	-3	16	5	16	0.0	-2	-10	3	-0.3	1
Cc1ccc(C(=O)Nc2nnc(COc3ccccc3)s2)cc1	10	6	8	13	-32	3.5	14	-30	-17	0.3	20
